C-LANA FP: blocks KSHV LANA C-terminal domain binding to DNA; MBP-C-LANA/FAM-LBS DNA binding, fluorescence polarization; inhibition, % at 9 µM; hit rate 0.078% among 340,000;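 active = highest replicate inhibition at or above 60% at 9 µM, even if other replicates fall short; inactive = all replicates below 60% inhibition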;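 also: 0% = neutral control wells and 100% = 4 µM acridine orange control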
Keap1 Nrf2 FP: disrupts human Keap1 binding to Nrf2 peptide; hit rate 0.15% among 340,000; inhibition, % at 9.4 µM; Keap1 Kelch-Nrf2 peptide fluorescence polarization, 1536-well; Q14145; in the data active = inhibition above about 12%; inconclusive = no clear call, values can overlap the other calls; inactive = below about 7.3%;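 also: human Keap1 Kelch domain with fluorescein labeled Nrf2 9mer peptide probe; 0% = neutral control wells and 100% = peptide positive control; higher means more block of Keap1 binding to Nrf2 peptide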
Target sequence (Q14145 whole entry, looked up, the tested form may be a part): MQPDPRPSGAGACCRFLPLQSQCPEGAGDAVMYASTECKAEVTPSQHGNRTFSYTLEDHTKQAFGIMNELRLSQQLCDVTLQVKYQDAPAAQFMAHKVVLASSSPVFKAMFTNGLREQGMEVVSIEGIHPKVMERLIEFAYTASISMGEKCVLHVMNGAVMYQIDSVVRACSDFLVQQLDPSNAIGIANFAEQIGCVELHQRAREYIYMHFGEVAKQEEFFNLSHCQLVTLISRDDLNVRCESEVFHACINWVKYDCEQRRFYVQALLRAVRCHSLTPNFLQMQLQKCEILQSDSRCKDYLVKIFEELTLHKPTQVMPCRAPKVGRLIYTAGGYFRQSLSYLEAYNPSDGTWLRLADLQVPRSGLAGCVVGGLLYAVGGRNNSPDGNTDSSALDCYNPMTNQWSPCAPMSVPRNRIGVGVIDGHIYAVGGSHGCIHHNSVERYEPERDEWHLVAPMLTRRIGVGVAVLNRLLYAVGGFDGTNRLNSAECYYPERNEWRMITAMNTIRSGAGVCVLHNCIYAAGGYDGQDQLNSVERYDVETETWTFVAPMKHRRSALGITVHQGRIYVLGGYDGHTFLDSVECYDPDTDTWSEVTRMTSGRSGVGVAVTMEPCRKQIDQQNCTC
V-ATPase pH: yeast V-ATPase proton transport regulation by pHLuorin | AID 504577 | response, % at 10 µM | hit rate 0.37% among 350,000 | S. cerevisiae, pHLuorin cytosolic pH fluorescence; in the data active = response mostly above about 7.3%, no sharp cut-off; inactive = mostly below about 5.4%; also: actives read high; inactives centre near 0; some compounds called inactive have numbers as strong as hits; reference of the scale not given here
CAL PDZ FP-1: blocks peptide binding to human CAL PDZ domain; purified CAL PDZ, TMR-peptide fluorescence polarization, 1 h; AID 504414; hit rate 0.02% among 330,000; inhibition, % at 20 µM;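 active = highest replicate inhibition of at least 40%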;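 also: plate controls were DMSO neutral control wells for no effect and unlabeled competitor peptide control wells for full effect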
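material = purified tagged CAL PDZ domain construct (CerCALP) | compound dosing = 20 µM, one dose | times = 1 h at RT | measured by = fluorescence polarization from S- and P-plane intensities, G-factor corrected | read-out = inhibition from polarization loss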
NSD2 HMT inh: inhibitors of human histone methyltransferase NSD2; O96028; NSD2 peptide methylation, AlphaScreen, 120 min; inhibition, % at 12.5 µM; hit rate 0.54% among 310,000; in the data active = inhibition above about 50%
RTF Ca sens inh: cardiac RTF calcium desensitization; IANBD-labeled cardiac RTF, Ca2+ fluorescence; inhibition, % at 7.15 µM; hit rate 0.12% among 340,000;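 active = inhibition above the mean inhibition of all tested compounds plus 3 SD, cut at about 17% in these data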;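 also: assay run at fixed EC70 calcium of 1.6 mM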
CAL PDZ FP-2: inhibitors of human CAL PDZ peptide binding. hit rate 0.92% among 300,000. purified CAL PDZ, TMR-peptide fluorescence polarization, 1 h. inhibition, % at 24.9 µM. Q9HD26. AID 602252;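 active = mean inhibition of at least 30% with at least half of replicates also reaching 30%; inconclusive = no clear call, values can overlap the other calls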;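 also: 0% = DMSO neutral control and 100% = excess unlabeled competitor peptide PRC23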
Pemphigus Ab inh: blocks pemphigus antibody binding to human desmoglein-3; P32926; hit rate 0.48% among 310,000; DSG3-coupled beads, scFv-anti-DSG3-GFP binding, flow cytometry; hits give low values; binding (percent of control), % at 10 µM;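 active = binding more than 3 SD below its plate's average and above zero; inconclusive = below that plate limit but binding exactly zero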;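 also: hits lower antibody fragment binding to DSG3; some compounds called inactive have numbers as strong as hits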
DAGLB inhibitor: blocks human DAGLB lipase activity; Q8NCG7; HEK293T DAGLB membrane lysate, EnzChek fluorogenic substrate; inhibition, % at 5.17 µM; hit rate 0.059% among 340,000; in the data active = inhibition above about 34%;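 also: 0% = enzyme with vehicle and 100% = wells lacking enzyme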
Arrestin-AP2 inh: human beta-arrestin and AP2 interaction inhibition; FITC-arrestin peptide / GST-AP2 beads, flow cytometry; AP2 beta2 appendage carries R879A mutation; inhibition, % at 10 µM; hit rate 0.31% among 340,000; AID 504490;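 active = inhibition above a set limit, near 3 SD of compounds lacking own fluorescence, cut at about 54% in these data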;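 also: plate controls were DMSO wells for no effect and 5 µM unlabelled arrestin peptide for full effect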
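System: GST-tagged AP2 beta2-adaptin appendage (R879A) on 4 µm glutathione beads / Reagent: FITC-arrestin peptide, 50 nM / Detection: HyperCyt-sampled flow cytometry, FL1 channel, ex 488/em 535 nm / Timing: 12 min plus 1 h, RT / Buffer or medium: PBS plus Tween 20 (0.05%) and BSA (0.1%)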
The depositor's hits bear a star; u = inconclusive; x = no result given. Only part of the results is shown (hit frequency here may not be typical).

SMILES	C-LANA FP	Keap1 Nrf2 FP	V-ATPase pH	CAL PDZ FP-1	NSD2 HMT inh	RTF Ca sens inh	CAL PDZ FP-2	Pemphigus Ab inh	DAGLB inhibitor	Arrestin-AP2 inh
CSc1ccccc1OCc1cc(C(=O)N2CCCC2c2nonc2C)no1 (stereo not given)	0.9	-5	2	-3.3	1	-3	-2	98	-1	-7
CSCCC(NS(=O)(=O)c1ccc2c(c1)OCCO2)C(=O)N(C)Cc1ccc(F)cc1 (stereo not given)	-0.1	-7	-4	-2.8	2	-2	-4	95	0	-3
Cc1cc(C)c(CN2CCN(C(=O)Cn3cnc4c(OCc5ccccc5)ncnc43)CC2)c(C)c1	-3.0	0	4	-1.3	x	0	-4	107	-2	13
Clc1ccc(Br)cc1-c1nc(-c2ccncc2)no1	0.2	-3	-4	-1.2	-8	-2	-2	x	-2	15
O=C1CC(C(=O)N2CCN(c3ccccn3)CC2)CN1Cc1ccccc1Cl (stereo not given)	-0.9	-3	1	-2.5	0	-22	-2	105	0	-18
COc1cccc(C2=NOC(C(=O)Nc3ccc4c(c3)OCO4)C2)c1 (stereo not given)	0.0	-2	-2	-1.1	3	-22	3	94	1	-6
CC(C)=CCCC(C)N(C=O)C(C)CCC=C(C)C (stereo not given)	1.5	-6	0	-0.1	-1	3	-3	92	-5	-33
c1ccc2c(c1)CN1CCCC1=N2	-0.8	-3	-2	x	2	-2	-10	99	-2	-5
COc1cc(CN2CCNC(=O)C2CC(=O)NCCCC2CCCC2)cc(OC)c1 (stereo not given)	3.0	-7	2	-2.6	3	-1	-1	101	1	10
Cc1ccc(Nc2nnc(SCn3nnc4ccccc4c3=O)s2)cc1	-0.5	-4	-1	-1.5	-2	-6	-10	103	-1	2
CC(=O)N1CCc2cc(S(=O)(=O)NC(CC(C)C)C(=O)Nc3cc(C(=O)O)ccc3C)ccc21 (stereo not given)	0.5	1	-1	-1.4	-2	6	0	90	4	3
CCC(=O)Nc1c(-c2ccc(OC)cc2)c(=O)c2ccccc2n1C	3.0	-1	-4	-5.3	2	-23	-3	x	-1	14
COc1ccc(S(=O)(=O)n2nc(C)cc2C)cc1OC	1.1	-4	0	-0.9	-7	-4	-2	106	-1	-8
Clc1ccc(OCCN2CCCCC2)c(Cl)c1	-0.4	3	-5	-0.8	4	-5	1	102	3	1
CC(C)CC(=O)N1CCC(O)(CS(=O)(=O)c2ccc(Cl)c(Cl)c2)CC1	x	x	-1	-1.6	-3	-2	-2	x	-1	-11

Single records (already shown):
`c1ccc2c(c1)CN1CCCC1=N2` is listed as C-LANA FP = -0.8; Keap1 Nrf2 FP = -3; V-ATPase pH = -2; CAL PDZ FP-1 = x; NSD2 HMT inh = 2; RTF Ca sens inh = -2; CAL PDZ FP-2 = -10; Pemphigus Ab inh = 99; DAGLB inhibitor = -2; Arrestin-AP2 inh = -5
`CC(=O)N1CCc2cc(S(=O)(=O)NC(CC(C)C)C(=O)Nc3cc(C(=O)O)ccc3C)ccc21` (stereo not given) is listed as C-LANA FP = 0.5; Keap1 Nrf2 FP = 1; V-ATPase pH = -1; CAL PDZ FP-1 = -1.4; NSD2 HMT inh = -2; RTF Ca sens inh = 6; CAL PDZ FP-2 = 0; Pemphigus Ab inh = 90; DAGLB inhibitor = 4; Arrestin-AP2 inh = 3

Other entries:
SMILES	C-LANA FP	Keap1 Nrf2 FP	V-ATPase pH	CAL PDZ FP-1	NSD2 HMT inh	RTF Ca sens inh	CAL PDZ FP-2	Pemphigus Ab inh	DAGLB inhibitor	Arrestin-AP2 inh
O=C(Nc1ccc(Cl)c(Cl)c1)OCc1cncs1	-0.6	-6	-5	0.0	-1	10	-3	127	1	12
CN(CC(CC(=O)O)c1ccccc1)S(=O)(=O)c1ccc(Br)cc1 (stereo not given)	1.4	4	-2	-0.7	x	-9	-1	x	3	12
CC1Cc2ccccc2N1C(=O)c1cc2sccc2n1Cc1ccccc1 (stereo not given)	-0.9	-4	-3	-1.5	-3	5	-2	104	-8	5
O=C(CCc1ccc(O)cc1)N/N=C/c1coc2ccccc2c1=O	x	x	1	x	5	x	x	95	x	10
Cc1noc(C)c1C(=O)OC(C)C(=O)N(C)c1ccccc1 (stereo not given)	-0.3	3	-2	0.6	-2	-4	-15	x	-2	1
COC(=O)C1C(=O)/C(=C/N(C)C)C(=O)CC1(C)C (stereo not given)	-1.5	2	-3	-1.6	-2	-10	4	105	-1	32
Cc1ccc(C)c(S(=O)(=O)N2CCN(CC(=O)Nc3cc(C)on3)CC2)c1	0.8	-3	-1	-4.3	-1	-3	-9	109	0	4
O=C(Nc1cnn(Cc2ccccc2)c1)c1nc2ncccn2n1	-0.4	-2	0	x	0	-14	-2	102	1	0
Cc1ccc(-n2nnnc2SCC(=O)Nc2ccccc2N2CCCCC2)cc1C	-1.4	-3	-3	-0.4	1	3	-4	x	-5	2
COc1ccc(C(=O)N2CCCC(N3CCN(c4ccccc4F)CC3)C2)c(OC)n1 (stereo not given)	0.2	3	1	0.4	-2	-10	-7	96	1	14
CCOC(=O)C(C)Sc1ncc(OC)c(=O)[nH]1 (stereo not given)	2.1	-1	4	0.6	3	4	-2	99	-2	0
CN(CC(=O)Nc1ccccc1C(=O)Nc1ccccc1)C1CCCCC1	0.7	1	4	-0.3	-3	-5	-1	x	-5	0
CC(C)OC(=O)CCCN1C(=O)c2ccc(N)cc2C1=O	1.0	2	-6	x	11	-7	-4	107	-3	33
CC(C)C(OC(=O)c1nsc(Cl)c1Cl)C(=O)NC1CCCCC1 (stereo not given)	0.5	1	-1	-2.0	0	2	-1	90	-3	-7
COc1cccc(CNC(=O)C2=Cc3cccc(OC)c3OC2)c1	0.6	2	-4	-0.2	-6	2	13	95	-3	-20
N=c1n(Cc2ccccc2Cl)c2ccccc2n1CC(O)c1ccco1 (stereo not given)	0.2	-3	0	-1.8	12	2	-6	123	2	1
COc1ccc(NC(=O)C2=Cc3cccc(OC)c3OC2)cc1	1.9	4	0	-0.9	7	3	-9	97	1	-17
Cc1cc(C)n2nc(C(=O)OCC(=O)N(CCC#N)c3ccc(F)cc3)nc2n1	-1.0	-5	3	-3.8	6	0	-6	98	0	1
O=C(CNC(=O)c1ccncc1)N/N=C/c1cc(Br)ccc1O	-0.7	-6	1	-2.3	-4	-4	-1	97	2	6
CC(c1ccco1)N(C(=O)c1ccccc1NS(=O)(=O)c1ccc(Cl)c([N+](=O)[O-])c1)c1ccccn1 (stereo not given)	1.9	-7	0	0.2	4	3	-2	113	11	-2
CC(NC(=O)COC(=O)c1ccc2c(c1)S(=O)(=O)N=C1CCCCCN12)C12CC3CC(CC(C3)C1)C2 (stereo not given)	1.2	-6	2	0.0	0	0	0	107	-3	-2
N#CCSc1nnc(-c2ccccc2O)n1CCc1ccccc1	-0.6	0	3	-0.9	-15	-6	-6	99	2	4
COc1ccc(Cl)c2sc(N(CCN(C)C)C(=O)c3ccc4c(c3)OCCO4)nc12	-3.4	0	1	-4.7	12	-1	-7	94	-1	-2
O=C1CCCCC1Nc1ccc(Br)cc1 (stereo not given)	0.4	1	-1	-0.8	0	0	-5	x	-2	25
CCOc1ccc(CCNC(=O)c2cccc(S(=O)(=O)N3CC(C)OC(C)C3)c2)cc1OCC (stereo not given)	-1.5	-3	1	-0.2	9	-41	-2	105	0	-4
C/C(N)=C(/C#N)C(=O)COC(=O)C1CCN(S(=O)(=O)c2cccs2)CC1	-0.8	-5	1	0.0	1	-7	x	99	-2	-19
O=C(CCN1C(=O)c2ccccc2S1(=O)=O)Nc1ccc(F)c(F)c1F	-2.0	1	-3	-1.4	0	0	1	105	0	20
COCC1CCCN(C(=O)c2cc(COc3ccc(C(C)=O)cc3)on2)C1 (stereo not given)	-0.2	1	-1	0.6	-1	-11	7	106	0	-16
Cn1c(Cn2cnc([N+](=O)[O-])n2)nnc1SCC(=O)Nc1ccc(Br)cc1	-0.6	-6	1	-3.1	5	-11	-2	113	1	7
Cc1occc1C(=O)Nc1c(Cl)cccc1Cl	0.7	-6	0	-0.8	8	-2	-9	108	-2	-6
Cc1ccc2oc3c(c(=O)c2c1)C(c1cccc(O)c1)N(c1ccccn1)C3=O (stereo not given)	1.1	2	-1	-0.5	x	-16	0	110	2	19
O=C(CSc1nc2ccccc2c(=O)n1CCCN1CCOCC1)c1c[nH]c2ccccc12	0.4	-6	4	-3.6	0	4	-7	87	-3	5
CNC(=O)CC1C(=O)N(c2ccc(Cl)cc2)C(=S)N1NC(=O)c1cccc(F)c1 (stereo not given)	0.0	1	-2	-0.6	-3	-2	-2	104	-1	2
CC(C)(C)n1nnnc1CN1CCN2CCCC2C1 (stereo not given)	0.0	1	0	-0.4	-2	8	2	97	-2	27
CCOc1cc(/C=N/Nc2nn3cnnc3c3ccccc23)ccc1O	0.2	-1	-2	7.8	4	10	-2	98	1	13
O=S(=O)(c1ccc(Cl)cc1)N1CCC(n2cnc3cc(C(F)(F)F)ccc32)CC1	1.6	-3	-6	-2.3	-8	-3	x	98	-5	3
CCOC(=O)NC(=O)/C(C#N)=C\Nc1sccc1C(=O)OC	13	u	2	0.9	1	-21	-4	99	-2	3
Cc1c(C(=O)OC(C)C)nnn1-c1nonc1N	-1.4	-2	0	-0.3	2	-11	0	x	1	15

Filtered by structure: those above containing an aryl thioether with sulfur outside any ring.
SMILES	C-LANA FP	Keap1 Nrf2 FP	V-ATPase pH	CAL PDZ FP-1	NSD2 HMT inh	RTF Ca sens inh	CAL PDZ FP-2	Pemphigus Ab inh	DAGLB inhibitor	Arrestin-AP2 inh
CSc1ccccc1OCc1cc(C(=O)N2CCCC2c2nonc2C)no1 (stereo not given)	0.9	-5	2	-3.3	1	-3	-2	98	-1	-7
Cc1ccc(Nc2nnc(SCn3nnc4ccccc4c3=O)s2)cc1	-0.5	-4	-1	-1.5	-2	-6	-10	103	-1	2
Cc1ccc(-n2nnnc2SCC(=O)Nc2ccccc2N2CCCCC2)cc1C	-1.4	-3	-3	-0.4	1	3	-4	x	-5	2
CCOC(=O)C(C)Sc1ncc(OC)c(=O)[nH]1 (stereo not given)	2.1	-1	4	0.6	3	4	-2	99	-2	0
N#CCSc1nnc(-c2ccccc2O)n1CCc1ccccc1	-0.6	0	3	-0.9	-15	-6	-6	99	2	4
Cn1c(Cn2cnc([N+](=O)[O-])n2)nnc1SCC(=O)Nc1ccc(Br)cc1	-0.6	-6	1	-3.1	5	-11	-2	113	1	7
O=C(CSc1nc2ccccc2c(=O)n1CCCN1CCOCC1)c1c[nH]c2ccccc12	0.4	-6	4	-3.6	0	4	-7	87	-3	5

Screens as filed in PubChem.
